Lipid storage S3 = qHTS Assay for Lipid Storage Modulators in Drosophila S3 Cells. lipid storage change, negative = inhibition, % at the top dose, mostly 46.1 µM; hits show Potency in µM. Drosophila S3 cells, BODIPY lipid droplet fluorescence, 18-24 h; cells fed with added oleic acid. 0.64% of 320,000 active. AID 2685; active means well fitted inhibition curve with a large enough effect in the signal ratio, with a control signal flat, not every such curve was filed as active; inconclusive means small, poorly fitted or top-dose-only effect, or effect the other way, or a change in a side signal; the % refers to the signal ratio
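Drosophila S3 cells got compounds at several concentrations plus oleic acid (400 uM solution). Laser-scanning cytometry with 488 nm excitation read lipid droplets at 500-530 nm and cells at 575-640 nm. Percent activity was relative to 20 uM Triacsin C.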
Lipid storage S3 cell count max = also measured in Lipid storage S3; calls as there; cell number change, %; measured here: cell count max response;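 cells counted by Cell Tracker Red CMTPX staining in the red channel; peak over a dose series mostly up to 46.1 µM; percent activity relative to internal control wells on each plate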
The depositor's hits bear a star; i = inactive; ? = inconclusive; . = no result given; [ ] = remark or other dose. On the % scale 0 is the no-effect control and ±100 the full control effect; potency means the concentration at half of the fitted maximal effect.

SMILES	Lipid storage S3	Lipid storage S3 cell count max
O=C(CCC(=O)N1CCN(S(=O)(=O)c2ccc(Cl)cc2)CC1)NC1CCCc2ccccc21 (stereo not given)	1%	5
Cc1onc(-c2ccccc2)c1C(N)=O	i	.
CCOC(=O)C1CCN(c2ccc([N+](=O)[O-])c(C(C)=O)c2)CC1	?	.
CC(C)(C)NC(=O)c1ccc2c(c1)CCO2	?	.
Cc1ccc(C(=O)N2CCN(c3cc4c(cc3[N+](=O)[O-])n(C)c(=O)n4C)CC2)cc1	i	.
Cn1c(OCc2cccnc2)nc2c1c(=O)n(Cc1ccc(F)cc1)c(=O)n2C	?	.
CC(NCC(=O)Nc1ccccc1C(=O)NC1CC1)c1ccccc1Cl (stereo not given)	?	.
O=C(O)CCC(=O)N1CCN(S(=O)(=O)c2ccc3ccccc3c2)CC1	-22%	22
COc1ccc(C(c2nnnn2C2CCCC2)N2CCC(C)CC2)cc1 (stereo not given)	?	.
CC1CCC2(CC1)NC(=O)N(CC(=O)Nc1ccc3c(c1)OCCO3)C2=O (stereo not given)	?	.
Cc1nc(N)ncc1C(=O)Nc1ccccc1	?	.
COCCN(C(=O)CCc1ccc(OC)cc1)c1nnc(-c2ccncc2)s1	28%	12
CCOC(=O)C1=C(C)N=c2s/c(=C\c3ccc(OCC(=O)O)c(OC)c3)c(=O)n2C1c1ccc(OC)cc1 (stereo not given)	22%	8
COc1ccc(C(=O)N2CCCC(c3nc(-c4ccc(C)o4)no3)C2)cc1OC (stereo not given)	?	.
CCc1ccc(NC(=S)Nc2ccc3cn[nH]c3c2)cc1	?	.
Cc1nc2ccccc2c(=O)n1NC(=O)c1ccc([N+](=O)[O-])cc1	0%	-9
CC(=O)c1ccc(N2CCN(C(=S)Nc3cc(C)ccc3C)CC2)cc1	3%	-15
CCC(C)[C@H](NC(=O)NCc1ccc(OC)c(OC)c1)C(=O)O (stereo not given in full)	-12%	3
Cc1ccc(C)c(S(=O)(=O)N2CCC(c3nc4c(nnn4Cc4ccc(F)cc4)c(=O)[nH]3)CC2)c1	?	.
Cc1cc(C)nc(N2CCC(CNC(=O)CCc3ccccc3)CC2)n1	i	.
CCN1C(=O)CC(NCc2ccc3c(c2)OCO3)C1=O (stereo not given)	?	.
CCCc1ncc(CN2CCCC(C(=O)Nc3ccc(-c4cccc(OC)c4)cc3)C2)cn1 (stereo not given)	?	.
CC(=O)c1cccc(NC(=O)C(Sc2ncnc3ccccc23)c2ccccc2)c1 (stereo not given)	16%	3
CCC(C(=O)NC1CCCCC1)N(C(=O)c1snc(C(N)=O)c1N)c1ccc(OC)cc1OC (stereo not given)	?	.
COC(=O)CSc1nnc(C2COc3ccccc3O2)n1-c1ccccc1 (stereo not given)	i	7
COc1ccc(OCc2n[nH]c(=S)o2)cc1	?	.
Cc1ccc(C(=O)C2=C(O)C(=O)N(Cc3cccnc3)C2c2ccc(N(C)C)cc2)o1 (stereo not given)	?	.
COc1ccc(C(C(=O)NCC2CCCO2)N(C(=O)Cn2nnc3ccccc32)c2ccc(NC(C)=O)cc2)c(OC)c1 (stereo not given)	?	.
Cc1ccc(CONS(=O)(=O)c2cc(C)ccc2C)cc1	?	.
O=C(C[n+]1cn(C(F)F)c2ccccc21)c1ccc(OC(F)F)cc1	?	.

More records.
SMILES	Lipid storage S3	Lipid storage S3 cell count max
CCN(CC(=O)NCc1cccs1)CC(=O)Nc1cccc(S(N)(=O)=O)c1	?	.
Cc1ccc(CNC(=O)C(=O)NCC2OCCN2S(=O)(=O)c2ccc(Br)cc2)cc1 (stereo not given)	?	.
CCOc1cccc(NC(=O)/C(C#N)=C\c2cn(CC(=O)O)c3ccccc23)c1	?	.
Cc1csc(N(C(=O)Cc2ccccc2F)c2ccccc2)n1	13%	4
CC(C)C(c1nnnn1CC1CCCO1)N1CCN(Cc2ccc3c(c2)OCO3)CC1 (stereo not given)	?	.
CC(CC(=O)N1CCN(c2ccccc2)CC1)S(=O)(=O)c1ccc2c(c1)NC(=O)CS2 (stereo not given)	i	-2
COc1ccc(/C=C2\S/C(=N/S(=O)(=O)c3cccs3)NC2=O)cc1	?	.
O=C(Nc1ncnc2c1CCC2)C12CC3CC(CC(C3)C1)C2	-6%	1
CC(=O)Oc1ccc(C(=O)NCc2ccc3c(c2)OCO3)cc1	?	.
COc1cc(OC)c(C(=O)OCC(=O)Nc2c(C)n(C)n(-c3ccccc3)c2=O)cc1OC	?	.
CN(CC1CCOCC1)C(=O)CC1C(=O)NCCN1Cc1cccc(Oc2ccccc2)c1 (stereo not given)	6%	1
Cc1ccc(S(=O)(=O)N2CCC(O)(c3cccnc3)CC2)cc1	i	.
Cc1cccc(-c2nc(C#N)c(N3CCCCCC3)o2)c1	?	.
CC(Cc1ccccc1)NC(=O)C1(c2ccccc2)CCOCC1 (stereo not given)	17%	7
COc1ccc(C2C(CC(=O)O)=C(O)C(=O)N2c2ccccc2)cc1 (stereo not given)	5%	17
O=C(COC(=O)Cc1ccccc1F)Nc1ccc2c(c1)OCO2	-6%	.
O=C(Cc1csc(NC(=O)c2ccccc2)n1)NO	?	.
Cc1ccccc1-c1nnc(SCC(=O)N(C)c2c(N)n(Cc3ccccc3)c(=O)[nH]c2=O)n1C	-1%	3
O=C(c1ccc(Cl)cc1)N1CCN(c2cccc3[nH]ccc23)CC1	5%	10
NC(=O)CSc1nnc(C2CC2)n1Cc1ccccc1	?	.
CCCCN(CC)C(=S)Nc1ccc2nc3n(c(=O)c2c1)CCCCC3	?	.
COC(=O)CSC(=S)N1C(C)CCCC1C (stereo not given)	?	.
CCOC(=O)C1CCCN(C(=O)c2cccc(S(=O)(=O)N(C)c3ccc(OC)cc3)c2)C1 (stereo not given)	25%	.
O=C(c1cc(Cl)nc2ccccc12)N1CCN(S(=O)(=O)c2ccccc2[N+](=O)[O-])CC1	i[0.369 µM]	-2
COC(=O)C1=C(C)N(C)C(=O)NC1c1cc(Cl)c(O)c(OC)c1 (stereo not given)	?	.
COc1ccc(OC)c(S(=O)(=O)N2CCCC(C(=O)NCCc3ccccc3)C2)c1 (stereo not given)	22%	-18
COc1ccc(C(=O)N/N=C(\c2ccccc2)c2ccccn2)cc1	-21%	-7
Cc1cc2nc(CN(C)Cc3c(C(=O)N(C)C)nc4ccc(Cl)cn34)[nH]c2cc1C	0%	-1
CCOC(=O)C(Cc1c[nH]c2ccccc12)NC(=O)c1ccco1 (stereo not given)	?	.
CC(=O)C1=C(C)N(c2ccccc2)C(=O)C1(NS(=O)(=O)c1ccc(N)cc1)C(F)(F)F (stereo not given)	?	.

The listing continues:
Each structure is followed by: Lipid storage S3 | Lipid storage S3 cell count max
OC(CNc1nc(C(F)(F)F)nc2ccccc12)c1ccccc1 (stereo not given)
    ? | .
O=C(NC1CC1)C1=C[C@@H](c2csc3ccccc23)C[C@@H](OCc2ccc(CO)cc2)O1
    -14% | -10
O=C(Nc1cccc(S(=O)(=O)N2CCCC2)c1)c1ccc2ccccc2n1
    ? | .
COCN(C#N)c1nc(OC)nc(OC)n1
    ? | .
CCOc1ccc(S(=O)(=O)N2CCC(c3ccccc3)CC2)cc1C(=O)O
    -15% | -12
O=C(Nc1ccccn1)c1cccc(S(=O)(=O)N2CCOCC2)c1
    16% | -2
Cc1ccccc1OCC(=O)Nc1ccc(S(=O)(=O)Nc2onc(C)c2C)cc1
    ? | .
O=C(c1cccnc1)c1cccnc1
    ? | .
COc1ccc([N+](=O)[O-])cc1N(CC(=O)N1CCCCC1)S(C)(=O)=O
    ? | .
CN(CCN1CCOCC1)Cc1nc(-c2cccs2)no1
    0% | 1

(cont.)
Each structure is followed by: Lipid storage S3 | Lipid storage S3 cell count max
CCCc1cc(=O)oc2cc(OCC(=O)Nc3ccc4c(c3)OCCO4)ccc12
    ? | .
CCCCC(CC)C(=O)Nc1ccc(Cl)cn1 (stereo not given)
    ? | .
COc1ccc(C2C(C#N)=C(N)N(N(C)C)C3=C2C(=O)CCC3)cc1 (stereo not given)
    ? | .
Cc1ccnc(NC(=O)Cn2c(=O)oc3cc(S(=O)(=O)N4CCCC4)ccc32)c1
    ? | .
CC(=O)c1ccc(S(=O)(=O)NCc2cccnc2)cc1
    ? | .
COc1ccc(Nc2nnc(-c3ccc(C(N)=O)cc3)c3ccccc23)cc1
    ? | .
COc1ccc(NC(=O)CN(C)C(=O)CCCNC(=O)c2ccc(Cl)cc2)cc1
    24% | 1
COc1cc(C(=O)OCC(=O)N2CCOCC2)c([N+](=O)[O-])cc1OC
    -31% | 17
O=C(O)COc1ccccc1/C=N/Nc1ccc(S(=O)(=O)Nc2ccc(Cl)cc2)cc1[N+](=O)[O-]
    ? | .
CC(C)Cn1c(=O)c2ccccc2n2c(SCC(=O)N3c4ccccc4CC3C)nnc12 (stereo not given)
    -15% | .

Next part.
Each structure is followed by: Lipid storage S3 | Lipid storage S3 cell count max
O=C(c1ccc2c(c1)OCCO2)N1CCN(Cc2ccccc2)CC1
    ? | .
S=C(NNC(=S)Nc1ccccc1)Nc1ccccc1
    14% | -16
COc1ccc(NC(=O)CSc2nc(N)c3cc4c(nc3n2)CCCC4)c(OC)c1
    ? | .
COc1ccc2nc(Nc3nc(CSc4nnnn4-c4ccccc4)cc(=O)[nH]3)nc(C)c2c1
    ? | .
Cc1ccc(F)c(Oc2cc(NN3CCCCC3)c([N+](=O)[O-])cc2[N+](=O)[O-])c1
    ? | .
O=C(NCc1ccccc1)C1COc2ccccc2O1 (stereo not given)
    2% | -16
COCCCN1CC(=O)N2C(c3ccc(OC)c(OC)c3)c3[nH]c4ccccc4c3C[C@H]2C1=O (stereo not given in full)
    ? | .
CCc1nnc(NC(=O)CSc2nnc(C)n2CC2CCCO2)s1 (stereo not given)
    22% | 6
Cc1cc(=O)oc2c(C)c(OCC(=O)NCCCn3ccnc3)ccc12
    ? | .
Cc1ccc(Oc2ccc(Cl)cc2NC(=O)c2cnccn2)cc1
    ? | .

Additional compounds.
Each structure is followed by: Lipid storage S3 | Lipid storage S3 cell count max
COc1cccc(C(=O)c2c[nH]c(C(=O)NCc3ccco3)c2)c1
    i | .
CCN(CC)C(=O)CN(c1cccc(C(F)(F)F)c1)S(C)(=O)=O
    i | -22
FC(F)(F)COc1nc(N2CCOCC2)nc(N(c2ccccc2)c2ccccc2)n1
    4% | 2
O=C(Nc1cc(Cl)ccc1-n1cncn1)c1ccc([N+](=O)[O-])s1
    -46% | -6
O=C(C1=NN[C@@H]2C(=O)N(c3cccc(F)c3)C(=O)[C@H]12)C(c1ccccc1)c1ccccc1
    12% | 11
CCOC(=O)C(C)Sc1ncc(-c2ccccc2)cn1 (stereo not given)
    ? | .
COc1cc(-c2nnc(SCC(=O)Nc3cc(C)on3)n2C)cc(OC)c1O
    10% | 3
Cc1ccc(COCC(CC(C)C)N2CCN(C(=O)c3cccc(C(F)(F)F)c3)CCC2=O)cc1 (stereo not given)
    ? | .
Cn1cnc2cc(NS(=O)(=O)c3ccc(Br)cc3)ccc21
    ? | .
COc1cc2c(cc1OC)CN(C(=O)CN1CCN(S(=O)(=O)c3ccccc3Br)CC1)CC2
    i | .

Sorted by length of the SMILES (ascending): some entries from above.
Each structure is followed by: Lipid storage S3 | Lipid storage S3 cell count max
CCOC(=O)C(C)Sc1ncc(-c2ccccc2)cn1 (stereo not given)
    ? | .
CC(=O)c1ccc(S(=O)(=O)NCc2cccnc2)cc1
    ? | .
OC(CNc1nc(C(F)(F)F)nc2ccccc12)c1ccccc1 (stereo not given)
    ? | .
O=C(Nc1ncnc2c1CCC2)C12CC3CC(CC(C3)C1)C2
    -6% | 1
Cc1cc(C)nc(N2CCC(CNC(=O)CCc3ccccc3)CC2)n1
    i | .
COc1cccc(C(=O)c2c[nH]c(C(=O)NCc3ccco3)c2)c1
    i | .
COCCN(C(=O)CCc1ccc(OC)cc1)c1nnc(-c2ccncc2)s1
    28% | 12
O=C(O)CCC(=O)N1CCN(S(=O)(=O)c2ccc3ccccc3c2)CC1
    -22% | 22
COc1ccc(C2C(C#N)=C(N)N(N(C)C)C3=C2C(=O)CCC3)cc1 (stereo not given)
    ? | .
COc1ccc(C(=O)N2CCCC(c3nc(-c4ccc(C)o4)no3)C2)cc1OC (stereo not given)
    ? | .
COc1ccc2nc(Nc3nc(CSc4nnnn4-c4ccccc4)cc(=O)[nH]3)nc(C)c2c1
    ? | .
CCOC(=O)C1CCCN(C(=O)c2cccc(S(=O)(=O)N(C)c3ccc(OC)cc3)c2)C1 (stereo not given)
    25% | .
O=C(NC1CC1)C1=C[C@@H](c2csc3ccccc23)C[C@@H](OCc2ccc(CO)cc2)O1
    -14% | -10
O=C(c1cc(Cl)nc2ccccc12)N1CCN(S(=O)(=O)c2ccccc2[N+](=O)[O-])CC1
    i[0.369 µM] | -2

New compounds follow:
Each structure is followed by: Lipid storage S3 | Lipid storage S3 cell count max
COc1ccccc1C(=O)N/C(=N/c1nc(C)cc(C)n1)Nc1ccccc1
    -1% | -10
CC(C)CNS(=O)(=O)c1cc(C(=O)OCC(=O)c2ccc3c(c2)OCCO3)c(Cl)cc1Cl
    -2% | -8
Cc1ccc(SCc2cn3cccnc3n2)cc1
    ? | .
O=C(CSc1nc(-c2ccccc2)cc(=O)[nH]1)Nc1ccccn1
    i | .
CCCN(CCC)S(=O)(=O)c1ccc(C(=O)NCc2ccc3c(c2)OCO3)cc1
    ? | .
O=C(NNC(=S)Nc1ccccc1C(F)(F)F)c1ccc(Br)o1
    ? | .
Cc1ccc(NC(=O)Cn2cccc2)cc1Cl
    i | .
CC(C)NC(=O)c1c(O)c2cccc3c2n(c1=O)CCC3
    13% | 16
COc1ccc(S(=O)(=O)N(C)c2ccc(C(=O)NCc3ccco3)cc2)cc1
    ? | .
Cc1ccnc(OC(C(=O)O)C(OCCc2ccccc2)(c2ccccc2)c2ccccc2)n1 (stereo not given)
    ? | .

Compound activity (PubChem BioAssay)

A portion of the library; count on the stated rates, not on these rows.
